Source: PubChem BioAssay
Akt phos inh: blocks phosphorylation of Akt; activity change, % for hits at 50 µM; 0.32% of 360,000 active; Neuro2A IGF-stimulated pAkt S473 HTRF, 20 min; active compounds read low; in the data active = activity change below about -80%; inconclusive = mostly about -51% to -80%; also: % is scaled to controls: 0 for no effect and ±100 for the full control effect
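Neuro2A cells (4,500/well, DMEM with 0.5% FBS) were treated with compound at a single 50 µM final concentration, stimulated with 6 nM IGF for 20 min at 37 °C, and lysed. Phospho-Akt Ser473 was read by HTRF as 665/615 ratio ×10^4.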
EPAC2 antag: antagonists of human EPAC2 | EPAC2 GEF exchange of Rap1B-BODIPY-GDP, fluorescence | Potency, µM (series often up to 114 µM), for inactives: at the top dose activity, negative = inhibition, usual class: inhibitors | 0.18% of 360,000 active; also: potency is read from the fitted curve at half-maximal effect; % is scaled to controls: 0 for no effect and ±100 for the full control effect; nearly all actives have a fitted effect of over 45% in size; many of its hits are not listed in these tables
Target sequence (Q8WZA2 whole entry, looked up): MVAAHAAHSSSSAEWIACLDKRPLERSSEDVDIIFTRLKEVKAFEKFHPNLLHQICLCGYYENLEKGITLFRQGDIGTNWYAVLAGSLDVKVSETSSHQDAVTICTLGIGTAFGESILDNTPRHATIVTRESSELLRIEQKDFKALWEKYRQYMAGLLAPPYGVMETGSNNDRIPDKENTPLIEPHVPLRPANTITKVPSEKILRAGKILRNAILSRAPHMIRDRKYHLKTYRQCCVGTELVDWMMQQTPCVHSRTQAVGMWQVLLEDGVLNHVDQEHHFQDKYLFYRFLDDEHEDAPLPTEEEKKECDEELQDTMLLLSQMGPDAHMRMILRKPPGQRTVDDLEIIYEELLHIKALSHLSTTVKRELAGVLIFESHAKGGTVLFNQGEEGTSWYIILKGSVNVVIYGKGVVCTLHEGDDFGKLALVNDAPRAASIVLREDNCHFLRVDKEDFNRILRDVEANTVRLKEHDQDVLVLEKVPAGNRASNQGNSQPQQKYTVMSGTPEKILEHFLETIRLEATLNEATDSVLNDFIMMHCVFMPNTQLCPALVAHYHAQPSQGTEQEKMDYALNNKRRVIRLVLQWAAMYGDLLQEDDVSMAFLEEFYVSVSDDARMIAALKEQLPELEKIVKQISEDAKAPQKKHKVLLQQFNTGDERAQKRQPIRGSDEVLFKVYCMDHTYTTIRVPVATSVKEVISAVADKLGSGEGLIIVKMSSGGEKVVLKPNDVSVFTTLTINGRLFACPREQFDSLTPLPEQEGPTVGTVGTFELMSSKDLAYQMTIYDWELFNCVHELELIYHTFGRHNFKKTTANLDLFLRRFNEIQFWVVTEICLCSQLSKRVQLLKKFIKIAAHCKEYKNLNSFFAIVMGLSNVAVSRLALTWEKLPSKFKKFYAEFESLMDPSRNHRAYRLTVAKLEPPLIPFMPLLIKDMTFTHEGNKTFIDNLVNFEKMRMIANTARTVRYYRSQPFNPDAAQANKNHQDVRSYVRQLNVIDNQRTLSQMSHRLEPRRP
Nrf2 ARE act: activates Nrf2 signaling; 0.31% of 410,000 active; Potency, µM (top dose mostly 46.1 µM), for inactives: at the top dose activation, hits mostly activators; AREc32 ARE-luciferase reporter (MCF7-derived line), luminescence, 24 h; also: potency is read from the fitted curve at half-maximal effect; % of control where 0% means no effect; nearly all actives have a fitted effect of over 65% in size
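For detection, Steady-Glo was added and plates sat 30 min at RT; before that, AREc32_Fluc cells grown overnight in OPTI-MEM/5% FBS had been treated with 23 nL compound for 24 hr at 37 deg C.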
TGFb SMAD3 inh: inhibitors of TGF-b signaling; AID 588855; HepG2 CAGA-GFP TGF-b/SMAD3 reporter, GFP fluorescence, 18 h; TGF-beta stimulated, 500 pg/mL final; 1.2% of 410,000 active; Potency, µM (titrated, usually from 46.1 µM), inactives show at the highest dose activity, negative = inhibition, usual class: inhibitors; also: potency is read from the fitted curve at half-maximal effect; % is scaled to controls: 0 for no effect and ±100 for the full control effect; nearly all actives have a fitted effect of over 65% in size
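First, reporter cells (HEPG2 CAGA-GFP) rested 2 h at 37 degrees C. Next, compounds were pinned in and TGF-beta added to 500 pg/mL final. After 18 h, GFP was imaged per cell and summed per well.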
A549 tox: A549 cytotoxicity, counter-screen for Nrf2 inhibitors; A549 ARE-Fluc cells, CellTiter-Fluor viability, 18-24 h; Potency, µM (titrated, usually from 46 µM), without a hit: at the top dose activity change, negative = cytotoxicity, actives largely listed as inhibitors; 0.16% of 390,000 active; also: potency is read from the fitted curve at half-maximal effect; % is scaled to controls: 0 for no effect and ±100 for the full control effect
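A549 ARE-Fluc cells in 5% FBS OPTI-MEM, 5000 cells/well, rested 2 h then exposed to compounds in concentration-response for 18-24 h at 37 °C. Viability by CellTiter-Fluor fluorescence (Ex 405/Em 525) after 30 min; luciferase luminescence (BugLite, 15 min, RT) read afterwards.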
Nrf2 block: inhibitors of Nrf2 signaling; A549 ARE-Fluc reporter, luciferase luminescence, 18-24 h; Potency, µM (series often up to 46 µM), for inactives: top-dose activity change, negative = inhibition, usual class: inhibitors; 2.1% of 360,000 active; AID 504444; also: potency is read from the fitted curve at half-maximal effect; % is scaled to controls: 0 for no effect and ±100 for the full control effect; nearly all actives have a fitted effect of over 60% in size
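Quantitative HTS in A549 cells stably bearing an antioxidant response element-firefly luciferase construct. Inhibition of Nrf2-driven transcription was scored by luminescence after 18-24 h of compound exposure at 37 °C.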
EPAC2 ag: agonists of human EPAC2 (RAPGEF4). Q8WZA2. EPAC2 activation, biochemical qHTS; response scale: 100% = 6.5 mM cAMP response. Potency, µM (series often up to 154 µM), without a hit: at the top dose activation, actives largely listed as activators. 0.079% of 360,000 active. AID 720711; also: potency is read from the fitted curve at half-maximal effect; nearly all actives have a fitted effect of over 50% in size
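Compounds were titrated in qHTS against a Rap1B-BODIPY-GDP (250 nM) complex with EPAC2 (100 nM) and GDP (50 uM). BODIPY-GDP release tracked at 480/540 nm over 30 min at room temperature, normalized to 6.5 mM cAMP.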
Mm-Cpn inhibitor: M. maripaludis TRiC chaperonin inhibition. Potency, µM (series often up to 76.9 µM), for the others: at the top dose activity, negative = inhibition, most hits filed as inhibitors. 0.031% of 330,000 active. purified Mm-Cpn ATPase, ADP Transcreener TR-FRET; also: potency is read from the fitted curve at half-maximal effect; % is scaled to controls: 0 for no effect and ±100 for the full control effect; nearly all actives have a fitted effect of over 80% in size
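Quantitative HTS used 25 nM Mm-CPN and 10 uM ATP in magnesium/KCl Tris buffer, pH 7.4, with 1 mM DTT. Hydrolysis ran 30 min at 37°C; ADP was read by HTRF.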
CCT modulator: cytosolic chaperonin activity modulation. purified chaperonin ATPase assay, HTRF ADP detection, 30 min. activity change, % (test concentration not listed), hits read low. 0.3% of 360,000 active. AID 651819; in the data active = activity change below about -30%; also: % is scaled to controls: 0 for no effect and ±100 for the full control effect
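Nucleotide hydrolysis assay: TRiC at 20–40 nM final (set by batch activity) with 10 uM ATP, 30 min at 37 °C, in presence of 76 uM compound. Detection by competitive ADP HTRF, 30 min ambient.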
Active calls of the source: *; i = inactive; ? = inconclusive; / = no result given; & = joins results of further samples; [ ] = remark or other dose. Unless noted, calls follow the shape of the dose curve; as a rule, active = well fitted curve in the direction sought with a large enough effect; inconclusive = small, poorly fitted or top-dose-only effect, or another doubt; inactive = no such curve, though single readings can be large; an effect the other way counts as inactive or inconclusive.

SMILES | Akt phos inh | EPAC2 antag | Nrf2 ARE act | TGFb SMAD3 inh | A549 tox | Nrf2 block | EPAC2 ag | Mm-Cpn inhibitor | CCT modulator
COc1ccc(S(=O)(=O)N(C)C)cc1NC(=O)[C@H](Cc1ccccc1)N1C(=O)c2ccccc2C1=O | i | 16% | -0.7% | 64%[activator] | 3% | 6% | 8% | 1% | 0.8
CCN(C(C)=O)c1cccc2ccccc12 | i | 2% | 1.7% | 16% | 3% | 15% | -2% | -1% | -2.9
COc1cccc(NC(=O)c2ccc(N3C(=O)C4CC=C(C)CC4C3=O)cc2)c1 (configuration not stated) | i | 1% | 2.3% | -4% | -1% | -18% | 11% | -1% | -0.2
CCNc1nc(NC(C)(C)C)nc(SC(C(C)=O)C(C)=O)n1 | i | 0% | 7.4% | 0% | 2% | ? | -3% | 2% | -1.3
Cn1c(SCC(=O)Nc2ccc(C(N)=O)cc2)nnc1-c1cccs1 | i | ? | -1.9% | 5% | 4% | -23% | 0% | 3% | 1.2
NC(=O)COC(=O)CC12CC3CC(CC(C3)C1)C2 | i | 11% | -0.5% | -16% | -5% | -1% | 1% | 0% | -3.3
COc1ccc(-c2csc(N3CCC(C(N)=O)CC3)n2)cc1 | / | -15% | 0.1% | -45% | 8% | -11% | 6% | 0%&1% | /
O=C(CC1CCCC1)Nc1ccc(Br)cc1 | i | -14% | 0.2% | -7% | 1% | ? | -4% | 1% | 1.5
CCOc1ccc(OCC)c(Nc2nc3ccccc3c3nnc(C)n23)c1 | / | / | 3.9% | ? | 12% | 4% | / | / | /
CCN(C(=O)c1sc2cc(OC)ccc2c1Cl)c1ccccc1 | / | / | 3.1% | ? | 0% | -28% | / | / | /
CC1(C)COC(/C=C/c2cccc([N+](=O)[O-])c2)=N1 | i | -1% | 13µM* | ? | ? | ? | -3% | -3% | -39*
CCOc1ccc(CN(C)CC(=O)Nc2ccc3c(c2)CCC3)cc1OC | i | -8% | 2.8% | -2% | -2% | -4% | -2% | -3% | -0.6
CCC(C)Nc1nc2ccccc2n2c(C)nnc12 (configuration not stated) | i | 10% | 15% | 12% | -11% | -20% | 6% | -1% | -1.3
COC(C(=O)Nc1ccc(F)c(F)c1)c1ccccc1 (configuration not stated) | / | 4% | -0.2% | 0% | -8% | 4% | -3% | / | -2.2
O=C(NCCCCNC(=O)c1cccs1)c1cccs1 | i | -14% | 1.5% | 13% | 2% | ? | 0% | 3% | -1.5
COCCN(C(=O)COC(=O)C1CC(=O)N(c2ccc(C)cc2)C1)c1c(N)n(Cc2ccccc2)c(=O)[nH]c1=O (configuration not stated) | i | 0% | -0.8% | 0% | / | / | 15% | / | -15
COc1ccc(C2C(C(C)=O)=C(O)C(=O)N2c2nccs2)c(OC)c1 (configuration not stated) | i | 1%[57.1 µM] | -0.9% | 8% | -11% | -14% | 2% | -6% | -0.8
CC1Cc2ccccc2N1C(=O)CN1C(=O)C(=O)N(Cc2ccccc2)C1=O (configuration not stated) | i | -4% | 0.2% | 18% | 1% | / | 10% | 3% | -1.6
O=C(N/N=C/c1ccc([N+](=O)[O-])cc1)c1ccccc1OCc1ccccc1 | i | -2% | 2.9% | -5% | -2% | -17% | 11% | -3% | -3.8
Cc1cc(C)cc(NC(=O)C2CCN(S(=O)(=O)c3c(C)n[nH]c3C)CC2)c1 | i | -3% | 2.5% | -1% | -7% | -27% | 10% | -1% | 2.0
Cn1cc(CCCC(=O)NCc2ccccc2)c2ccccc21 | i | -8% | 2.4% | -2% | 7% | -5% | 13% | 3% | 0.3
CC(=O)Cc1nsc(NC(=O)c2oc(-c3ccccc3Cl)cc2C)n1 | i | 0% | 0.4% | -29% | -4% | ? | 5% | -14% | 0.8
Nc1cc(N)nc(SCC(=O)N2CCc3ccccc32)n1 | i | -3% | 2.7% | -2% | -2% | ? | 6% | 0% | -0.4
CC(C)Cc1ccc(C(C)C(=O)Nc2nccs2)cc1 (configuration not stated) | i | 0% | -0.4% | -18% | ? | -12% | -1% | 0% | -4.7
CCC(=O)N1CCCC(C(=O)NS(=O)(=O)c2cc(C)c(Cl)cc2C)CC1 (configuration not stated) | / | -25% | -0.2% | -5% | / | / | 6% | / | -1.3

The results go on.
SMILES | Akt phos inh | EPAC2 antag | Nrf2 ARE act | TGFb SMAD3 inh | A549 tox | Nrf2 block | EPAC2 ag | Mm-Cpn inhibitor | CCT modulator
COc1cc(NCCCn2cnc3c(OC)ncnc32)cc(OC)c1OC | i | 5% | 0.5% | 7% | / | / | 8% | / | 1.0
NC(=O)c1ccccc1OCC(=O)Nc1cccnc1Cl | i | -18% | 3.3% | 21% | 7% | 4% | 8% | -2% | 2.2
CCc1ccc(CN(C)C(=O)CC2C(=O)NCCN2Cc2ccoc2)cc1 (configuration not stated) | i | 15% | 0.4% | -10% | -1% | 7% | 15% | -4% | -1.3
CN(C)c1ccc(C(=S)N2CCN(Cc3ccccc3)CC2)cc1 | i | -7% | 0.0% | -20% | 0% | 0% | 9% | 1% | 0.8
COc1cccc(CNc2nc3ccccc3n2CCN2CCCCC2)c1OC | i | 9% | 0.1% | 0% | 3% | 8% | -2% | 1% | 3.5
O=C(Nc1ccccc1)/C(=C/c1cccnc1)NC(=O)c1ccco1 | i | 4% | 0.2% | -22% | -1% | 0% | -1% | 1% | 1.6
COc1ccc(NC(=O)Nc2ccccc2C(N)=O)cc1OC | i | 2% | -0.3% | 13% | -10% | 3% | -7% | / | 0.9
O=C(Nc1ccc2snnc2c1)N1CCN(c2ccccc2)CC1 | i | 3% | 3.8% | -2% | 1% | -22% | 1% | 0% | 0.0
CC(=O)N1c2ccccc2CCc2ccc(N)cc21 | i | 2% | 0.3% | -1% | 1% | 4% | 8% | 0% | -1.3
CCCCCCCCN1[C@@H](CC(=O)OCC)c2cc(C(F)(F)F)ccc2S1(=O)=O | i | -19% | 2.6% | ? | -3% | -1% | -12% | / | -2.3
Cn1cccc1/C=N\NC(=O)c1cncc(Br)c1 | i | 1% | 3.7% | 7% | 0% | 11% | 3% | 0% | 0.6
NC(=NCCc1ccc(Cl)cc1)NS(=O)(=O)c1ccccc1 | i | 5% | 0.4% | 1% | 7% | 9% | 0% | -1% | 0.2
COc1ccc(NC(=O)CN2CCC(C)CC2)c([N+](=O)[O-])c1 | i | -2% | 0.2% | 1% | -10% | ? | 7% | 0% | -4.7
CC(OC(=O)C1=Cc2ccccc2OC1)C(=O)NC(C)(C)C (configuration not stated) | i | 18% | -1.1% | 6% | -2% | -10% | 0% | 0% | 1.1
Cc1sc2nc(CSc3cccc(C(F)(F)F)c3)[nH]c(=O)c2c1C | i | -5% | 0.3% | ? | 10% | ? | -3% | 0% | 1.3
O=C(OCn1nnc2ccccc2c1=O)c1ccc(N2CCOCC2)c([N+](=O)[O-])c1 | i | -2% | -0.7% | -1% | -8% | -17% | -2% | 2% | 2.3
CCOc1ccc(C(C)=O)cc1CSc1nc2nc(C)cc(C)n2n1 | i | 9% | 0.4% | ? | 1% | -1% | -8% | -1% | -2.5
CN(CC(=O)Nc1ccc(F)c(F)c1F)C(=O)c1cc(-c2ccncc2)nc2ccccc12 | i | -5% | 3.8% | -14% | -8% | 0% | 0% | -2% | -0.7
CC1(c2ccccc2)NC(=O)N(CC(=O)Nc2ccc(C(N)=O)cc2)C1=O (configuration not stated) | i | 2% | -0.2% | -1% | -5% | 2% | 4% | 2% | 0.3
CCOc1ccc(OCCOC(=O)CN2C(=O)NC3(CCCC3)C2=O)cc1 | i | 0% | 0.2% | -21% | -3% | 19% | 1% | 0% | -0.8
Cc1cccc(OCc2nc(-c3nonc3N)no2)c1C | i | 14% | 0.5% | -9% | 4% | ? | 3% | 0% | 2.3
O=C(O)CC1S/C(=N/N=C/c2ccc(Br)cc2)N(c2ccccc2)C1=O (configuration not stated) | i | 0% | 0.9% | 4% | -1% | 0% | -1% | 2% | -0.6
COc1ccccc1NC(=O)N(C)C[C@H]1Oc2cc(Br)ccc2S(=O)(=O)N([C@H](C)CO)C[C@H]1C | i | -6% | 3.2% | -2% | / | / | 0% | / | -0.2
CCCN(CCC)C(=O)c1cc2c(=O)n3cccc(C)c3nc2n1C | / | / | 0.1% | -20% | 0% | 1% | / | / | /
Cc1ccc2c(c1)C1CN(C)CCC1N2S(=O)(=O)c1cccc(F)c1 (configuration not stated) | i | 0% | 2.8% | -19% | 8% | -11% | 0% | 0% | -6.6
CCC(CC)C(=O)Nc1cc(OC)c(OC)cc1C(=O)O | i | 4% | 0.0% | 3% | 0% | 16% | 0% | 1% | -0.7
Cc1nnc(NC(=O)CSc2nnc(CNC(=O)C34CC5CC(CC(C5)C3)C4)n2C2CCCCC2)s1 | i | 5% | -0.1% | -1% | -3% | -7% | 3% | -3% | -1.9
Cc1ccc(NCc2nnc(SCC(=O)NNC(=O)Cc3ccccc3)n2C)cc1 | i | 10% | 0.3% | -11% | 5% | 1% | 6% | -1% | -1.5
COc1ccccc1CNC(=O)CNCCc1ccc(OC)c(OC)c1 | i | -1% | 0.5% | -14% | 12% | 4% | 7% | 0% | -5.4

Rewritten as labelled records: part of the list above
SMILES: Cn1cccc1/C=N\NC(=O)c1cncc(Br)c1
- Akt phos inh: i
- EPAC2 antag: 1%
- Nrf2 ARE act: 3.7%
- TGFb SMAD3 inh: 7%
- A549 tox: 0%
- Nrf2 block: 11%
- EPAC2 ag: 3%
- Mm-Cpn inhibitor: 0%
- CCT modulator: 0.6

SMILES: COc1cc(NCCCn2cnc3c(OC)ncnc32)cc(OC)c1OC
- Akt phos inh: i
- EPAC2 antag: 5%
- Nrf2 ARE act: 0.5%
- TGFb SMAD3 inh: 7%
- A549 tox: /
- Nrf2 block: /
- EPAC2 ag: 8%
- Mm-Cpn inhibitor: /
- CCT modulator: 1.0

A portion of the library (hit frequency here may not be typical).
